High-throughput results from PubChem.
CRFR2-BP ag = agonists of human CRF-binding protein/CRF-R2 receptor complex | HEK293 CRF-R2/CRF-BP, calcium dye fluorescence (FLIPR); percent of saturating CRF peptide response | activation, % at 13.2 µM | hit rate 0.46% among 350,000;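 active = activation of at least 50%, plus an integration ratio under a set limit after plate pattern correction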;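 note: plate controls were neutral control wells without compound for no effect and CRF at EC100 for full effect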
CHRM5 antagonist = blocks acetylcholine activation of human M5 receptor; CHO-hM5 cells, Fluo-8 calcium fluorescence, ACh EC80; AID 624040; P08912; hit rate 0.59% among 360,000; inhibition, % at 3 µM;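 active = inhibition above a per-plate cutoff, the mean of that plate's test compounds plus 3 SD, cut at about 27% in these data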;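 note: 0% = acetylcholine EC80 with DMSO and 100% = DMSO without agonist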
CRFBP-R2 block = CRF-BP/CRF-R2 complex antagonism; HEK293 CRF-R2/CRF-BP, CRF-induced calcium fluorescence; hit rate 0.59% among 350,000; inhibition, % at 11.8 µM;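 active = inhibition of the ligand-induced calcium signal above about 50% at the single tested concentration, limit read from the data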
M4 ag = agonists of human muscarinic M4 receptor (CHRM4); P08173; CHO-K1 hM4/Gqi5, Fluo-8 calcium fluorescence; vehicle 0%, full acetylcholine response 100%; activation, % at 3 µM; hit rate 0.14% among 360,000;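 active = activation above the run mean over all test wells plus 3 SD, cut at about 32% in these data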;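 note: peak over basal fluorescence ratio per well then scaled between controls; 0% = DMSO wells and 100% = acetylcholine at EC100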
CHRM5 agonist = agonists of human muscarinic M5 receptor (CHRM5). P08912. CHO-K1 hM5 cells, Fluo-8 calcium fluorescence; 0% DMSO wells, 100% maximal acetylcholine response. activation, % at 3 µM. hit rate 0.19% among 360,000;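 active = activation above the run's mean over test compounds plus 3 SD, cut at about 23% in these data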;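 note: signal is peak over basal fluorescence ratio across the kinetic read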
M4 PAM = CHRM4 positive allosteric modulation | AID 624126 | CHO-K1 hM4/Gqi5, Fluo-8 calcium fluorescence, ACh EC20; 0% = ACh EC20, 100% = maximal ACh | activation, % at 3 µM | hit rate 0.4% among 360,000;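 active = activation above its plate's cutoff, the mean activation of sample wells plus 3 SD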; note: some results filed as inactive read as strong as hits
CHRM5 PAM = potentiates acetylcholine response at human M5 receptor | P08912 | CHO-K1 hM5, Fluo-8 calcium, ACh EC20 PAM; 0% = ACh EC20, 100% = ACh EC100 | AID 624038 | activation, % at 3 µM | hit rate 0.3% among 360,000;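 active = activation above the run cutoff, the mean activation of all test compounds plus 3 SD, cut at about 18% in these data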
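Assay system – human M5 receptor in CHO-K1 cells · Read-out – % activation, ACh-normalized · Technique – Fluo-8 calcium fluorescence · Dosing – single-point, 3 µM nominal · Incubation – Fluo-8 loading 80 min at 37 °C plus 30 min room temperature · Repeats – singlicate, one well per test compound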
CHRM4 antagonist = blocks acetylcholine activation of human M4 receptor; P08173; CHO-hM4 cells, ACh EC80, Fluo-8 calcium fluorescence; inhibition, % at 3 µM; hit rate 0.73% among 360,000; AID 624125;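 active = inhibition above its plate's cutoff, the mean inhibition of sample wells plus 3 SD, cut at about 27% in these data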;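 note: 0% = acetylcholine EC80 with DMSO and 100% = DMSO without agonist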
IDE cell inh = inhibits human insulin-degrading enzyme in HEK cells | P14735 | FAbetaB cleavage, fluorescence polarization | inhibition, % at 5.59 µM | hit rate 0.41% among 320,000 | AID 434962;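 active = percent inhibition above the average of all tested compounds plus 3 SD, set per screening campaign, cut at about 16% in these data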;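 note: IDE supplied by intact live HEK cells; FP after avidin binding of uncleaved biotin substrate so inhibition keeps polarization high; 0% = DMSO wells and 100% = 60 µM reference IDE inhibitor Ii1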
Target sequence (P14735 whole entry, looked up): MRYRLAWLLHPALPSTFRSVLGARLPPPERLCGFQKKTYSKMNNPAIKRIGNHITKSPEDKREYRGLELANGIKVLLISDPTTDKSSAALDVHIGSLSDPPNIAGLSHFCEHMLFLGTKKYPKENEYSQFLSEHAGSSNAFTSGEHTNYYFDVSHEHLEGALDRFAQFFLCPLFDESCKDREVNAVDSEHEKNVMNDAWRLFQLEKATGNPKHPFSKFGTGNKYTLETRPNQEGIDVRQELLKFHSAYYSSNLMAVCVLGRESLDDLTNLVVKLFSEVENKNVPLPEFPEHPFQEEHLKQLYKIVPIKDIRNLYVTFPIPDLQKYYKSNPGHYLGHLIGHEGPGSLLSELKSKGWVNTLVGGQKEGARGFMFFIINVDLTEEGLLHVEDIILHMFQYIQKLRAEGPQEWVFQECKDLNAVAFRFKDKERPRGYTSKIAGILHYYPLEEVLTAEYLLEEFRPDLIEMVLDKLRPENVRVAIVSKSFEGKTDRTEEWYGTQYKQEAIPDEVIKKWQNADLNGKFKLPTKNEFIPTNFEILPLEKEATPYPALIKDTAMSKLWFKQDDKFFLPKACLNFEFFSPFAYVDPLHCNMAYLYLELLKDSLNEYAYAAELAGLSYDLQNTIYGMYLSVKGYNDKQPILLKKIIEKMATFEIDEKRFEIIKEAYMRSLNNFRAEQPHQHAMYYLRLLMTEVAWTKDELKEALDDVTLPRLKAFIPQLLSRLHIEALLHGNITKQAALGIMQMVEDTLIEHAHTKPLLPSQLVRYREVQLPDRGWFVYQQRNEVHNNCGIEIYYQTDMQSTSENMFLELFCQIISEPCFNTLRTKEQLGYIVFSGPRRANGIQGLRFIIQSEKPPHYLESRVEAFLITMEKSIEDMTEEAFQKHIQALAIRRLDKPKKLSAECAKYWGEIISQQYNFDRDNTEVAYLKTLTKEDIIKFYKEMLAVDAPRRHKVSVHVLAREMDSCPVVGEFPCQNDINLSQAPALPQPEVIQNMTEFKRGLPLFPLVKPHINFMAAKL
* = called active by the depositor; . = not tested or not shown.

Start of the data: the first four compounds, to show the layout:
SMILES	CRFR2-BP ag	CHRM5 antagonist	CRFBP-R2 block	M4 ag	CHRM5 agonist	M4 PAM	CHRM5 PAM	CHRM4 antagonist	IDE cell inh
CCCCN1C(=O)C(=O)N(CC(=O)Nc2sc(C)c(CC)c2C(=O)OCC)C1=O	2.0	8	-6	0	0	13	-1	-1	2
COC(=O)c1ccc(NC(=O)N2CCCC(C(=O)c3ccccc3OC)C2)cc1 (configuration not stated)	-1.1	15	3	19	0	-6	-20	-6	-2
CSc1cc(C)nc(NC(C)=O)n1	-2.4	7	13	2	-1	11	3	-3	3
Cc1ccccc1N1CCN(CCC(=O)Nc2ccc(F)cc2)CC1	-1.6	2	-7	3	0	-4	-6	4	-11

Main list, from the start:
SMILES	CRFR2-BP ag	CHRM5 antagonist	CRFBP-R2 block	M4 ag	CHRM5 agonist	M4 PAM	CHRM5 PAM	CHRM4 antagonist	IDE cell inh
CCCCN1C(=O)C(=O)N(CC(=O)Nc2sc(C)c(CC)c2C(=O)OCC)C1=O	2.0	8	-6	0	0	13	-1	-1	2
COC(=O)c1ccc(NC(=O)N2CCCC(C(=O)c3ccccc3OC)C2)cc1 (configuration not stated)	-1.1	15	3	19	0	-6	-20	-6	-2
CSc1cc(C)nc(NC(C)=O)n1	-2.4	7	13	2	-1	11	3	-3	3
Cc1ccccc1N1CCN(CCC(=O)Nc2ccc(F)cc2)CC1	-1.6	2	-7	3	0	-4	-6	4	-11
O=S(=O)(c1cc(C(F)(F)F)ccc1Cl)N1CCN(c2ncnc3ccccc23)CC1	0.1	17	-1	19	6	-9	-22	12	.
CCN1CCN(c2cc3c(cc2F)c(=O)c(C(=O)O)cn3C2CC2)CC1	-0.9	-8	-7	1	0	-3	7	-3	3
N#Cc1nc(-c2ccco2)oc1N1CCCC1	9.6	3	-6	0	-2	1	-1	8	1
CN=C(Nc1ccc(C)c(C)c1)SC1CC(=O)N(c2ccc(OC)cc2)C1=O (configuration not stated)	-1.2	-12	7	4	-3	1	3	0	-4
O=C(CN(Cc1ccco1)Cc1cccs1)N1CCN(S(=O)(=O)c2cccc(F)c2)CC1	-1.0	6	3	14	1	-2	-15	5	4
Oc1cc2ccccc2cc1-c1n[nH]c(=S)o1	-1.6	-7	61*	2	-3	-1	6	2	0
O=C(NCc1cccc(C(F)(F)F)c1)c1cc(Cl)ccc1Cl	4.9	-1	11	1	-9	-4	-10	-20	5
CCOC(=O)C1(Cc2ccccc2Cl)CCN(C(=O)c2cc(C)on2)CC1	-3.3	-9	15	2	-10	4	16	-8	5
O=C(NCc1n[nH]c(=S)n1-c1ccc(Br)cc1)c1ccc(S(=O)(=O)N2CCCCC2)cc1	-0.3	8	-11	0	-3	1	3	12	2
CCN(CC)CC(=O)Nc1ccc(C)cc1Br	2.7	-8	8	-1	-8	5	14	-6	5
Cc1ccc(Cc2nc(-c3ccccn3)no2)cc1	0.2	6	-4	2	-6	2	-16	-5	0
COc1cccc(C(C(=O)NC(C)(C)C)N(Cc2ccc(C)cc2)C(=O)CCC(=O)Nc2cc(C)on2)c1OC (configuration not stated)	-0.8	4	-6	5	-2	3	-2	-11	-2
CCOC(=O)N1CCC(NS(=O)(=O)c2cc(C(=O)OC)n(C)c2)CC1	-1.2	0	-5	0	3	5	-2	-5	2
Cn1c(SCc2ccc(F)cc2)nnc1-c1cnccn1	-2.0	2	0	1	-2	0	3	4	6
Cc1ccc2nc(/C(C#N)=C/c3ccc(O)c(O)c3)[nH]c2c1	39	-3	-75	4	6	7	-4	-7	84*
CCc1nc2c(nnn2Cc2ccc(F)cc2)c(=O)[nH]1	-1.0	-7	-1	0	3	-1	6	5	-3
Cc1ccc(C(=O)N2CCn3c(C)ccc3C2C)cc1 (configuration not stated)	3.1	10	1	2	2	5	5	-2	-1
O=C(c1ccco1)N1CCN(c2ccc([N+](=O)[O-])c(N3CCOCC3)c2)CC1	-0.4	1	-30	6	-1	-2	-4	-9	-4
COc1ccc(CCNC(=O)c2nonc2N)cc1	-0.1	-3	9	1	2	4	4	2	-3
O=C(Cn1c(C(=O)N2CCc3ccccc3C2)cc2sccc21)c1ccccc1	13	-1	22	0	-1	4	-4	-12	4
Cc1ccc(NC(=O)Cc2sc(C)nc2-c2ccc(C)cc2)cc1	-2.2	-2	7	0	-1	1	2	3	6
CCc1nnc(NC(=O)c2n[nH]c(=O)c3ccccc23)s1	0.9	-2	9	0	0	10	12	-2	-3
CC(C)c1ccc2[nH]c3c(c2c1)CCC/C3=N\NC(=O)c1ccncc1	-0.4	7	-37	0	-5	-3	6	5	10
O=Cc1cccn1-c1c(C(=O)O)cnn1-c1ccccc1	2.6	10	-4	0	-2	-3	-2	4	0
Cc1ccc(N2CCN(C(=O)c3cc(C(=O)c4ccccc4C)c[nH]3)CC2)c(C)c1	0.7	-1	-23	-2	-5	-4	8	-2	8
O=C(N=C1c2ccccc2CN1c1ccc(F)cc1)c1ccc(Cl)nc1	-1.4	-4	10	2	-2	-5	0	-6	1
O=C(COC(=O)/C=C/c1ccccc1)NNC(=O)c1ccc([N+](=O)[O-])cc1	0.2	2	1	1	0	-1	0	8	-1
COc1ccc(-c2csc(NC(=O)c3cccc(S(=O)(=O)N4CCN(C)CC4)c3)n2)cc1	0.6	6	-35	15	5	-13	-4	3	4
CCCCCCCN1C2=NCCN2c2ccccc21	0.5	9	-12	7	-12	-19	-9	19	8
COc1ccc(NC(=O)CN2CCN(CC(=O)Nc3cc(OC)cc(OC)c3)CC2)cc1	-1.7	3	-9	1	-1	4	2	1	.
CCNc1ccccc(C(=O)/C=C/c2ccc3c(c2)OCO3)c1=O	2.3	-6	-22	1	1	4	-1	1	3
COc1cccc(-n2nc(C(=O)NCC3CCCO3)c3ccccc3c2=O)c1 (configuration not stated)	0.8	7	12	2	1	-6	0	8	3
CCCc1cc(=O)oc2cc3occ(C)c3cc12	0.1	-3	-5	-1	-10	3	-4	3	1
CCOC(=O)c1c(C)[nH]c(C(=O)OCC(=O)NCc2ccccc2)c1C	-0.3	4	16	5	-3	1	-1	2	-6
c1ccc(-c2n[nH]c3ccccc23)cc1	0.3	2	-11	-1	-5	11	3	-7	-3
Cc1ccccc1CSCCNC(=O)CSCc1ccc([N+](=O)[O-])cc1	-2.0	2	8	-1	-4	-11	-6	1	3
CCc1cc(C(=O)N/N=C/c2c(C)[nH]c3ccccc23)cs1	0.0	-15	-14	1	0	-1	-1	-10	7
O=C(c1ccccc1)c1cccc(NC(=O)c2ccco2)c1	-1.3	9	5	3	-2	3	-9	-1	1
CN(C)S(=O)(=O)c1cccc(C(=O)NC2CCSc3ccccc32)c1 (configuration not stated)	-0.4	4	0	7	-4	-3	-6	-10	1
O=C(CC1C(=O)NCCN1Cc1c(F)cccc1Cl)NCCCn1cccn1 (configuration not stated)	-0.3	0	-12	1	4	-5	6	-8	5
CC(Oc1ccccc1)c1ccnn1S(=O)(=O)c1ccccc1 (configuration not stated)	0.3	1	27	-2	-15	12	20*	-3	1
Cc1cc(OC(C)C(=O)NCc2ccncc2)c2c(C)c(C)c(=O)oc2c1 (configuration not stated)	-1.4	-1	-3	1	0	2	1	-3	-1
Clc1ccc(CNCC2CCCO2)c(Cl)c1 (configuration not stated)	-1.8	0	-8	0	-1	1	6	7	12
COC(=O)CN(c1ccc2c(c1)OCCO2)S(=O)(=O)c1ccccc1	-0.3	-3	-5	1	-5	11	8	-7	1
Cc1c(NC(=O)Nc2ccc3c(c2)OCO3)c(=O)n(-c2ccccc2)n1C	-0.6	-4	-18	1	1	-1	-1	3	-1
O=C(Nc1ccon1)c1ccccc1Cl	0.3	0	7	1	0	3	2	-2	-1
COCCNC(=O)CN(c1cc(Cl)ccc1OC)S(C)(=O)=O	2.0	2	-4	1	1	3	1	-3	-2
NC(=O)c1ccsc1NC(=O)COC(=O)c1ccccc1NCc1ccco1	-1.6	10	-3	15	7	-12	-14	7	3
CC(C)C(=O)Nc1cccc(C(=O)Nc2cc([N+](=O)[O-])ccc2F)c1	1.7	5	5	5	2	3	-10	-9	-7
CC(=O)Nc1ccc(Nc2nnc(-c3ccc(C)c(S(=O)(=O)NCC4CCCO4)c3)c3ccccc23)cc1 (configuration not stated)	3.6	6	-3	0	2	-6	-1	-2	8
Cc1ccc([N+](=O)[O-])c(OCCN2CCc3ccccc3C2)c1	0.5	2	-14	2	-4	-5	1	-6	0
COc1ccc(Nc2oc(-c3ccccc3)nc2C#N)cc1	0.8	16	5	1	-5	-4	0	4	1
COC(=O)c1ccc(CN(c2ccccc2Cl)S(C)(=O)=O)cc1	-1.4	-12	12	1	-5	0	-5	-3	3
CN(Cc1cccc(F)c1)C(=O)c1ccc(NS(=O)(=O)c2ccc3[nH]c(=O)[nH]c3c2)cc1	-0.3	-6	2	1	-4	9	3	-11	-9
O=C1CCCC2=C1Sc1ccc(Cl)cc1N2	5.4	6	8	7	5	-3	4	9	5
CCN(CC)S(=O)(=O)c1ccc(C)c(NC(=O)CN2CCN(Cc3ccccc3)CC2)c1	-1.3	1	-11	2	-1	-1	-1	-3	-5
(next part)
SMILES	CRFR2-BP ag	CHRM5 antagonist	CRFBP-R2 block	M4 ag	CHRM5 agonist	M4 PAM	CHRM5 PAM	CHRM4 antagonist	IDE cell inh
O=C(NCc1cccc(Cl)c1)C1CCC(=O)N(CCCN2CCCC2=O)C1 (configuration not stated)	-0.7	12	3	1	-2	-5	-2	-2	-1
Cc1c(C(N)=O)sc2ncn(CC(=O)N(C)C3CCCCC3)c(=O)c12	0.0	1	5	3	-4	3	2	-21	-5
CCOC(=O)c1c(C)nc2ccccc2c1C	-1.1	-4	1	0	-1	2	-3	8	-3
O=C(Nc1nnc(-c2ccncc2)o1)c1ccccc1F	5.0	17	4	9	-2	-11	-14	2	7
C/C(=N\NC(=O)CNC(=O)c1ccc(Br)cc1)c1ccco1	-5.7	2	1	-1	-5	-5	-1	8	3
COc1ccc(C(C)(C)C)cc1NC(=O)c1cccc(S(=O)(=O)N2CCN(C(C)=O)CC2)c1	-0.3	4	-42	2	-2	1	-4	1	0
O=C(NC1CC1)C1=C[C@H](c2ccccc2)C[C@H](OCc2ccc(CO)cc2)O1	-2.9	13	4	1	4	12	0	6	-5
Fc1ccc(-c2nnc3sc(C4COc5ccccc5O4)nn23)cc1 (configuration not stated)	0.3	9	-59	9	2	0	-7	-4	1
COC(=O)Cc1c(C)c2ccc(OCc3nn[nH]n3)cc2oc1=O	-0.3	-3	19	1	1	8	2	-6	0
Cc1ccc(C)c(OCc2cc(C(=O)NC(c3ccccn3)C(F)(F)F)no2)c1 (configuration not stated)	0.8	3	-2	1	-3	3	-2	-4	-6
C=C(C)COc1ccc(-c2[nH]ncc2Oc2ccccc2OC)c(O)c1	-5.4	3	51*	-2	-2	2	-14	-1	0
Cc1cc(C)cc(OCC(=O)Nc2ccc3c(c2)OCO3)c1	-0.1	13	3	5	-2	-9	-2	-5	3
CCNc1nc(C)c(CN(C(C)=O)c2ccccc2)nc1C#N	-1.1	3	13	1	-2	1	-1	3	9
Cc1ccc(-n2c3c(cc(C(=O)NCCCN4CCOCC4)c2=O)C(=O)CC(C)(C)C3)cc1	0.0	-1	2	1	-5	-3	1	-10	4
